Screening data: PubChem, several laboratories
rCAG binder: r(CAG) repeat RNA binding; TO-PRO-1 dye displacement fluorescence; inhibition, % at 3 µM; 1.3% of 370,000 active;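 active = inhibition above the plate cutoff, the mean of all test compounds on that plate plus 3 SD, cut at about 35% in these data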;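 note: 0% = DMSO alone and 100% = 100 µM mitoxantrone as full dye displacement; higher means more dye released from RNA so lower well fluorescence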
HTRA1 inhibitor: inhibitors of human serine peptidase HTRA1 | recombinant HTRA1, FP-rhodamine activity-based probe, fluorescence polarization | inhibition, % at 5.96 µM | 0.5% of 340,000 active; in the data active = inhibition above about 36%;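 note: 0% = enzyme with DMSO and 100% = wells lacking enzyme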
Target sequence (Q92743 whole entry, looked up): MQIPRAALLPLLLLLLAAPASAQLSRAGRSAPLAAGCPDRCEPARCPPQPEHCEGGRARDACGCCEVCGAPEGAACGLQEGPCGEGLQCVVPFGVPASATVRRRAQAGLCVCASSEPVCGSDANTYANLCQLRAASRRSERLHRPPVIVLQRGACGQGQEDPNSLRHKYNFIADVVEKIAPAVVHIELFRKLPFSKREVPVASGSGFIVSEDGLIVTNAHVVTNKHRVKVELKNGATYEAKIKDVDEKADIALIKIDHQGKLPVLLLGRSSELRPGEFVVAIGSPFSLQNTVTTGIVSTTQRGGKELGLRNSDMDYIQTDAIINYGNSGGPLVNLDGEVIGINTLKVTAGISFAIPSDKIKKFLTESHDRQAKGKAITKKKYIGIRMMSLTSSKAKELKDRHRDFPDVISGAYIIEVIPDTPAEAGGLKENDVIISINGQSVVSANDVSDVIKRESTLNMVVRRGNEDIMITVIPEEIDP
Rev-erbA mod: modulators of human Rev-erb alpha DNA binding. Rev-erbα–FITC-DNA binding, fluorescence polarization, 90 min. P20393. 0.79% of 370,000 active. activity, % at 10 µM. AID 1259318;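 active = activity above about 14%, limit read from the data; passing the limit was not always enough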;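 note: 0% = DMSO wells with 35 nM protein and 100% = DMSO wells with 750 nM protein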
PRMT1 FP inh: blocks human protein arginine methyltransferase 1; Q99873; recombinant PRMT1, activity-based probe fluorescence polarization; inhibition, % at 2.79 µM; 1.3% of 370,000 active; AID 652257;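 active = inhibition above about 21% made by adding two undisclosed values, limit read from the data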
Target sequence (Q99873 whole entry, looked up): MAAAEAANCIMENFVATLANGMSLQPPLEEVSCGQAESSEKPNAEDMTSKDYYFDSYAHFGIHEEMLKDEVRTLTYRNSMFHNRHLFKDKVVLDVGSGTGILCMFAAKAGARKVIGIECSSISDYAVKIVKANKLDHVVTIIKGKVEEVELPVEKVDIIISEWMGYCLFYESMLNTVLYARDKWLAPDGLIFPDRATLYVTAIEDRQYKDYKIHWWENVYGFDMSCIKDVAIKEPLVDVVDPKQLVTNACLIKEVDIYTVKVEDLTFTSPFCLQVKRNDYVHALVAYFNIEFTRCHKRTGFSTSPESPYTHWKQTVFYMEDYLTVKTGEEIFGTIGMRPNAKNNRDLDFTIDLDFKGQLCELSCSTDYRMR
LEDGF integ inh: blocks HIV-1 LEDGF/p75-dependent DNA integration; TR-FRET IN-LEDGF/p75 DNA integration, Eu/Cy5; inhibition, % at 3.7 µM; 0.64% of 370,000 active; AID 743269;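 active = inhibition above the screen-wide mean plus 3 SD, cut at about 13% in these data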;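 note: signal is the Cy5 over europium emission ratio at 671 and 618 nm; 0% = plate median of compound wells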
TCR-CD3 inh: blocks the human TCR-CD3 interaction. TAMRA-labeled TCR probe fluorescence, biochemical. inhibition, % at 9.4 µM. 0.37% of 360,000 active; in the data active = inhibition above about 19%;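 note: recombinant mutant TCR 2C K166C tagged with TAMRA read by polarization; 0% = receptor in buffer alone and 100% = receptor with positive control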
ABHD4 inh: inhibitors of mouse ABHD4; Q8VD66; purified mABHD4, FP-Rh probe fluorescence polarization; inhibition, % at 8.92 µM; 0.54% of 370,000 active;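 active = inhibition exceeding the mean over every tested compound plus 3 SD, cut at about 30% in these data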;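 note: 0% = plate median of compound wells and 100% = S159A mutant with DMSO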
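Material: mouse ABHD4 enzyme, wild type; Benchmarks: S159A mutant high control, sample median low control; Buffer or medium: HEPES pH 7.0, NaCl, Pluronic buffer; Signal: fluorescence polarization; Read-out: percent inhibition of probe binding, normalized to plate controls; Timing: pre-incubation 45 min, probe exposure 60 min, at 25 °C; Dosing: 8.92 µM, single dose.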
TDP2 absorb: blocks human TDP2 phosphodiesterase activity; O95551; recombinant TDP2, T5PNP hydrolysis, p-nitrophenol absorbance 415 nm; inhibition, % at 12.8 µM; 0.34% of 370,000 active; AID 720702;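 active = inhibition above the mean of all tested compounds plus 3 SD, set per campaign, cut at about 25% in these data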;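 note: 0% = DMSO with enzyme and 100% = buffer with substrate but no TDP2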
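Test system: Human TDP2 enzyme | Reagent: 5 mM T5PNP | Compound dosing: 12.8 µM single point, 1% DMSO | Incubation: Enzyme reaction with compound for 2 h at 37 °C | Technique: p-Nitrophenol epi absorbance | Read-out: % inhibition relative to enzyme-containing and enzyme-free wells | Benchmarks: High control without enzyme, low control DMSO plus TDP2 | Replicates: Singlicate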
PG9 binder: PG9 antibody binding by small molecule. TR-FRET gp120-PG9 antibody binding. inhibition, % at 6.7 µM. 0.43% of 360,000 active. AID 624416; in the data active = inhibition above about 8.5%
SIAE primary: inhibitors of human sialic acid acetylesterase SIAE; Q9HAT2; SIAE FP-Rh probe binding, fluorescence polarization; inhibition, % at 9.66 µM; 0.69% of 370,000 active; AID 1053197;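 active = inhibition above a cutoff: mean of compounds within the control limits plus 3 SD of those, cut at about 17% in these data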;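 note: 0% = plate median of compound wells and 100% = probe without SIAE protein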
An asterisk follows results filed as active; . = no result given; & = joins results of further samples.

SMILES	rCAG binder	HTRA1 inhibitor	Rev-erbA mod	PRMT1 FP inh	LEDGF integ inh	TCR-CD3 inh	ABHD4 inh	TDP2 absorb	PG9 binder	SIAE primary
OC(COc1ccc2cc(Br)ccc2c1)CN1CCCC1 (stereo not given)	6	-22	0	-1	-3	4	2	13	2.0	1
CCOC(=O)c1cn(CC)c2cc(N3CCOCC3)c(F)cc2c1=O	-4	7	1	-3	4	-2	-4	0	2.4	6
CCCCc1c(O)nc(SCC(=O)O)[nH]c1=O	6	1	1	7	-4	-6	5	-6	-2.5	0
O=c1c2ccccc2[nH]c(=S)n1CC1CCCO1 (stereo not given)	-2	0	-2	-2	4	-1	6	-10	-4.1	8
COc1ccc(NC(=O)COc2ccc(/C=N/n3c(C)nnc3C)cc2OC)cc1	-1	-5	6	-2	-4	1	-3	9	0.3	-3
COC(=O)CCCn1cc(CN2CC(N3CCCC3)CS2(=O)=O)nn1 (stereo not given)	1	.	-1	-1	2	4	0	-7	3.4	1
O=C(CSc1nnc(NC(=O)C2CC2)s1)Nc1ccccc1Cl	1	3	0	1	-3	6	1	4	-1.4	-2
Cc1ccc(S[C@@H](CCN2CC[C@H](NC(=O)OCc3ccccc3)CCC2=O)c2ccccc2)cc1	-4	-63	7	8	-1	-2	-7	7	0.5	4
COc1cc(NS(=O)(=O)c2ccc(NC(=S)NC(=O)/C=C/c3ccc(OC)c(OC)c3)cc2)ncn1	8	1	-3	2	3	-1	3	-2	1.2	-7
N/C(=N\OS(=O)(=O)c1ccccc1)c1cccnc1	4	-4	4	-1	1	2	4	4	-2.1	-3
CC(C)C(=O)c1cn(CC(=O)N2CCCc3ccccc32)c2ccccc12	-3	-10	-6	-2	1	-3	-3	7	0.4	3
Cn1c(=O)n(C)c2cc(N3CCCC3)c(NC(=O)c3cccc(F)c3)cc21	3	4	0	4	-4	-2	6	-2	-11	16
CCCn1c2c(c(O)c(C(=O)Nc3ncccc3C)c1=O)CCCC2	0	-9	-1	-1	-2	5	-20	-2	1.6	6
Cc1onc(-c2ccccc2)c1C(=O)n1cc(Br)cn1	4	3	7	2	0	5	2	11	-1.9	3
CC(C)(CSc1ncccn1)NS(=O)(=O)c1ccccc1	-3	3	0	-1	1	-3	-3	-15	0.1	2
COCCNC(=O)CN1C(=O)NC2(CCOc3ccccc32)C1=O (stereo not given)	0	2	3	-1	0	0	-1	12	-0.8	-5
Cc1c(Cl)cnc(NC(=O)COC(=O)c2nn(C)c(=O)c3ccccc23)c1Cl	4	6	0	-3	0	2	13	11	-0.6	-2
O=C(NCc1ccc(OC(F)(F)F)cc1)c1cccc2c1C(=O)c1ccc(N3CCCC3)cc1S2(=O)=O	-2	0	-8	0	3	5	5	2	1.0	4
CCOC(=O)C1(C)CCCN(C(=O)c2ccc(OC)cc2)C1 (stereo not given)	1	.	6	-3	3	-4	0	-1	0.1	-4
CN(C)S(=O)(=O)c1cccc(COC(=O)CN2C(=O)NC3(CCCC3)C2=O)c1	-7	3	3	-1	-1	1	3	10	0.5	0
c1ccc2c(c1)OCC(c1csc3ncnc(N4CCCCC4)c13)O2 (stereo not given)	4	-3	3	2	-1	7	-11	-3	0.8	-4
O=C(NC1CCc2ccccc21)C1CCN(S(=O)(=O)c2ccc(Cl)cc2)CC1 (stereo not given)	-3	-2	5	-4	3	9	-4	-3	-1.0	-6
CCOc1cc(NC(=O)c2cccs2)c(OCC)cc1NC(=O)c1cccnc1	-1	6	-1	0	1	8	2	-5	-0.6	0
COc1ccc(C(=O)OCC(=O)N(C)C2CCS(=O)(=O)C2)cc1S(=O)(=O)N1CCCc2ccccc21 (stereo not given)	0	-3	4	0	-1	0	5	1	-1.4	-4
Nc1[nH]c(C(=O)c2ccc(Br)cc2)c(-c2ccc(Cl)cc2Cl)c1C(=O)NCCc1c[nH]c2ccccc12	13	.	-6	-1	0	-11	16	7	-1.7	13
COc1cccc(-c2nc(CS(=O)(=O)CC(=O)Nc3cccc(C)c3C)c(C)o2)c1	2	-2	19*	0	1	5	0	2	0.6	-8
CN1C(=O)C(CC#N)(C2(CC#N)C(=O)N(C)c3ccccc32)c2ccccc21 (stereo not given)	-1	5	8	-1	0	6	4	7	-1.0	3
O=C(O)[C@H](CO)Nc1ncnc2sc3c(c12)CCC3	1	-1	1	0	0	2	-2	-12	0.5	6
CCC1CCCCN1S(=O)(=O)c1ccc(NC(=O)C2CC(=O)N(C(C)(C)C)C2)cc1 (stereo not given)	2	8	5	1	-1	4	0	5	-1.7	4
COCCNc1nc(C)cc(-c2cc(C(=O)NC3CCCC3)on2)n1	-1	5	-5	-2	2	2	5	6	-1.3	6
O=C(Cn1nnc2c(cnn2-c2ccccc2)c1=O)N1CCN(c2ccccc2F)CC1	0	1	-2	2	0	4	1	3	-0.7	-3
CC1CCCCN1CCCNC(=O)C1CCN(c2nc3ccccc3o2)CC1 (stereo not given)	1	5	-2	-1	-1	5	0	-5	0.3	-3
CCOC(=O)c1ccccc1NC(=O)COc1ccccc1	-6	-14	2	5	-3	-3	-11	2	-2.3	-9
CC1CCc2sc(C(=O)N/N=C/c3ccc([N+](=O)[O-])cc3)cc2C1 (stereo not given)	0	-1	-5	1	2	4	-2	-4	-2.6	-9
N#Cc1cc(Sc2ccccn2)c(Sc2ccccn2)cc1C#N	3	1	7	-1	0	0	4	-4	-2.8	6
CC(=O)Nc1cccc(Oc2nc(-c3ccccn3)nc3ccccc23)c1	-4	.	4	0	-5	-4	0	9	-1.1	-1
O=c1[nH]c(/C=C\c2cccc(Cl)c2)nc(O)c1[N+](=O)[O-]	1	8	-2	4	4	-12	-5	3	0.1	-4
CCCCOc1ccc(C(=O)NCC(=O)NCCOc2ccccc2OC)cc1	0	-11	-4	3	-1	-5	-8	4	-0.2	4
O=C(CCC1COc2ccccc2O1)Nc1ccc(Cl)cn1 (stereo not given)	-6	-3	1	-2	2	3	-6	4	0.2	1
O=C(Nc1cccc(Cl)c1Cl)C1CCCC1	1	2	-1	-1	2	7	1	12	-1.9	-1

5 records drawn at random from the list so far, as already listed:
SMILES	rCAG binder	HTRA1 inhibitor	Rev-erbA mod	PRMT1 FP inh	LEDGF integ inh	TCR-CD3 inh	ABHD4 inh	TDP2 absorb	PG9 binder	SIAE primary
O=C(Nc1cccc(Cl)c1Cl)C1CCCC1	1	2	-1	-1	2	7	1	12	-1.9	-1
CCOC(=O)c1ccccc1NC(=O)COc1ccccc1	-6	-14	2	5	-3	-3	-11	2	-2.3	-9
O=C(CCC1COc2ccccc2O1)Nc1ccc(Cl)cn1 (stereo not given)	-6	-3	1	-2	2	3	-6	4	0.2	1
N#Cc1cc(Sc2ccccn2)c(Sc2ccccn2)cc1C#N	3	1	7	-1	0	0	4	-4	-2.8	6
CC1CCCCN1CCCNC(=O)C1CCN(c2nc3ccccc3o2)CC1 (stereo not given)	1	5	-2	-1	-1	5	0	-5	0.3	-3

Carrying on:
SMILES	rCAG binder	HTRA1 inhibitor	Rev-erbA mod	PRMT1 FP inh	LEDGF integ inh	TCR-CD3 inh	ABHD4 inh	TDP2 absorb	PG9 binder	SIAE primary
Cc1ccc2nc(-c3ccc(NC(=O)CSc4nnc(-c5cc(C)[nH]n5)n4N)cc3)sc2c1	6	.	-3	-4	-4	.	-5	4	.	-1
O=C(NC1CC1)c1ccc(CS(=O)c2ccccc2)o1 (stereo not given)	0	12	-4	-4	-5	-6	6	-7	-2.4	2
Cc1onc(-c2c(Cl)cccc2Cl)c1C(=O)NCc1cccs1	1	-5	3	4	-10	-2	-13	-12	-2.1	-2
Cc1cc(C)n(/N=C/c2ccco2)c(=O)c1C#N	6	3	-3	-1	-2	-5	-1	-22	0.9	1
COc1cc(-c2cnc3c(NC=O)cc(-c4ccccc4Cl)cn23)cc(OC)c1OC	12	.	4	2	0	4	7	9	-1.0	4
CCC(C(=O)NCc1ccccc1)n1c(-c2cccs2)nc2ccccc21 (stereo not given)	0	.	-5	-1	6	4	6	8	1.7	2
c1ccc2c(C[n+]3csc4ccccc43)cccc2c1	13	0	1	31*	1	9	-8	2	-1.7	-7
COc1cc(NC(C(=O)Nc2cccc(C(C)=O)c2)c2ccccc2)cc(OC)c1OC (stereo not given)	9	-9	5	1	1	-3	-12	-6	-2.7	5
CCC(=O)N1c2ccccc2NC2=C(C(=O)CCC2)C1c1ccco1 (stereo not given)	1	-1	-5	2	1	3	-2	0	-0.9	-1
C1CCc2c(nc3nnnn3c2NCC2CC2)C1	-1	2	0	-2	3	-3	7	2	-0.8	3
CC(Oc1ccc(Cl)cc1)C(=O)/C=C/N(C)C (stereo not given)	8	-17	-2	-4	-2	3	-6	-1	0.4	0
COc1ccccc1OCC(=O)NC1CCCCCCC1	-3	5	10	4	-2	0	2	4	1.1	3
CCc1ccc(NC(=O)CS(=O)CC(=O)NCC2OCCc3ccccc32)cc1 (stereo not given)	-5	0	-3	-1	-1	-2	-2	2	1.7	1
CC1(C(=O)NCc2ccc(C(F)(F)F)cc2)CCN1Cc1c(F)cccc1F (stereo not given)	-3	.	-2	-4	2	4	-4	-7	-0.8	-2
CN(C(=O)COC(=O)/C=C/c1ccc(C(F)(F)F)cc1)c1c(N)n(Cc2ccccc2)c(=O)[nH]c1=O	-5	-4	1	0	0	-19	-1	3	1.0	6
COc1ccc(NC(=O)CSc2nnc(-c3ccccc3Cl)n2Cc2ccco2)c(OC)c1	-4	2	2	2	4	6	-9	0	-2.6	13
O=C(CSc1nnnn1-c1ccc2c(c1)OCCO2)N1CCc2ccccc21	-1	-3	4	0	-2	2	11	-10	-1.9	27*
C[N+](C)(C)CCCCCC[N+](C)(C)C	3	-2	-1&-4	0	0	6	1	-11	-2.6	0
Nc1nonc1C(=O)NCCNCc1c(OCc2ccccc2F)ccc2ccccc12	0	-31	0	2	1	-2	7	-3	0.5	-2
O=S(=O)(NC1c2cccc3cccc(c23)C1Sc1ncccn1)c1ccccc1 (stereo not given)	14	-50	6	-1	3	0	-16	-6	0.2	-10
COc1ccc(-c2cn[nH]c2-c2ccc(O)cc2O)cc1OC	3	-3	5	2	0	-6	0	4	1.6	1
OCc1ccccc1-c1nc(NCC2CC2)nc2ccsc12	2	.	-7	-4	1	2	-3	0	1.6	6
COc1cccc(CC(=O)NCC2(N3CCCCC3)CCCCC2)c1	-2	3	-3	-3	0	1	-3	-5	0.3	-3
CCOC(=O)c1c(C=O)c(C)n(Cc2ccccc2)c1C	-4	-6	2	-1	-2	1	-2	22	0.8	1
COc1ccc(NC(=O)NC2(C(=O)N3CCCCCC3)CCCCC2)cc1	-3	5	5	-1	-1	-4	6	-6	2.2	4
O=C(CN1C(=O)NC2(CCOc3ccccc32)C1=O)NCc1ccc(F)cc1 (stereo not given)	-1	-1	-5	0	2	7	-2	-14	-1.1	-13
C[C@@H]1CN([C@H](C)CO)C(=O)CCCn2nncc2CO[C@H]1CN(C)S(=O)(=O)c1ccccc1F	2	7	-3	-2	-1	7	0	10	1.1	2
CO/N=C/c1ccc(Oc2ccc(C)cc2)nc1	-4	1	-1	-1	-1	3	0	10	-0.6	3

An excerpt. The share of hits here may be higher or lower than overall.
